High-throughput results: PubChem, National Center for Advancing Translational Sciences (NCATS)
Coupling enz: inhibits coupling enzyme system, counter-screen for aldolase hits; coupling enzyme system counterscreen, AmpLite Red fluorescence; activity change, negative = inhibition, % at 58.2 µM, hits read low; 0.67% of 290,000 active; AID 2472; in the data active means activity change below about -30%
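First, compound is pin-transferred into glyceraldehyde-3-phosphate coupling-enzyme reagent at 57.5 uM final and held 10 min at RT. Next, substrate, coupling system and AmpLite Red are added. After 20 min RT, fluorescence (525/598 nm) is read.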
Eya2 inh: blocks the phosphatase activity of human Eya2. recombinant Eya2, OMFP fluorescence dephosphorylation (OMFP is methylfluorescein phosphate). AID 488837. O00167. Potency, µM (titrated, usually from 76.9 µM), inactives show top-dose activity, negative = inhibition, hits mostly inhibitors. 0.006% of 330,000 active; further: potency means the concentration at half of the fitted maximal effect
Target sequence (O00167 whole entry, looked up): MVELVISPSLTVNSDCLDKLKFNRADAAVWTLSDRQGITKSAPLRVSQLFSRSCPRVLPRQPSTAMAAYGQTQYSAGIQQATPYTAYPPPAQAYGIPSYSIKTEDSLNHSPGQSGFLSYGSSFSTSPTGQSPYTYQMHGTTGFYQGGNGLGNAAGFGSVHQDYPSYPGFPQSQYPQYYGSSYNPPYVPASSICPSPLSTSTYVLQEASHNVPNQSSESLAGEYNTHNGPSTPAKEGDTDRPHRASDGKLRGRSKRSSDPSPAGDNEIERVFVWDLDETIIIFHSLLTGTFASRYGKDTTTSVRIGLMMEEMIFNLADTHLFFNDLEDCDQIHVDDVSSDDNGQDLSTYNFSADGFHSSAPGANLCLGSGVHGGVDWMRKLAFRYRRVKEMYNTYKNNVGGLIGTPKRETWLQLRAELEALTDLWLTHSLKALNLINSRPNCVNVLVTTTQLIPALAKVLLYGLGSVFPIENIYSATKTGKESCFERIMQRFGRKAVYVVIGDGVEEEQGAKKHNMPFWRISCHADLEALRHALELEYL
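Eya2 protein (added as 0.2 uM solution) was preincubated with compound for 10 min at ambient temperature in 50 mM HEPES pH 7.5, 50 mM NaCl, 5 uM MgCl2, 0.05% BSA, 1 mM DTT. OMFP (added at 50 uM) then reacted 10 min; fluorescence read at 485/525 nm.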
hERG WT inh: blocks the wildtype human KCNH2 potassium channel; Q12809; U2OS, BacMam KCNH2, thallium flux FluxOr; hits give low values; activity change, % at 1.84 µM; 0.37% of 340,000 active; AID 720551;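 active means maximum activity change below -70%; inconclusive means maximum activity change between -70% and -50%; inactive means maximum activity change above -50%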
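U2OS cells were transduced with wild-type KCNH2 virus (2.03 x 10^8 / mL) for 4 h at room temperature, then cultured overnight at 37 C. Thallium flux was read with FluxOr dye. Rate constants were normalized to DMSO controls.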
uPA generation: cell surface uPA generation inhibition. cell surface uPA generation assay, qHTS. Potency, µM (series often up to 38.3 µM), for the others: at the highest dose activity change, negative = inhibition, actives largely listed as inhibitors. 0.31% of 330,000 active. AID 540303; active means well fitted inhibition curve with a large enough effect; inconclusive means small, poorly fitted or top-dose-only effect; inactive means no such curve, though single readings can be large or run the other way; tested in mouse RAW 264.7 cells; further: potency means the concentration at half of the fitted maximal effect; nearly all actives have a fitted effect of over 55% in size
USP2a inh: blocks human ubiquitin-specific protease USP2a. O75604. USP2 core, Ub-CHOP2 coupled fluorogenic reporter, 485/531. Potency, µM (top dose mostly 38.3 µM), inactives show top-dose activity change, negative = inhibition, actives largely listed as inhibitors. 0.01% of 330,000 active. AID 463254;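 further: potency means the concentration at half of the fitted maximal effect; plate controls were DMSO wells for no effect and full inhibition by NEM control for full effect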
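Cell-free coupled assay: 10nM USP2 core preincubated 30min RT with compound in Tris-HCl pH 8.0/CaCl2/CHAPS buffer, then 25nM Ub-CHOP2 and 25nM reporter substrate; fluorescence (Ex 485/Em 531) read after 60min RT, normalized to NEM inhibition, concentration-response curves fitted.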
B2AR arrestin: recruits beta-arrestin to the human beta2-adrenergic receptor; beta-arrestin recruitment to beta2AR, cell-based reporter; Potency, µM (series often up to 46.1 µM), for the others: at the top dose activation, actives largely listed as activators; 0.02% of 330,000 active;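 further: potency means the concentration at half of the fitted maximal effect; 0% = DMSO controls and full agonism = EC100 isoproterenol or metaproterenol; nearly all actives have a fitted effect of over 65% in size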
Giardia killer: kills Giardia lamblia. activity change, % at 7.66 µM, hits read low. 0.15% of 340,000 active. Giardia lamblia trophozoite viability; in the data active means activity change below about -80%; inconclusive means between about -30% and that limit;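 further: parasites exposed to compound for two days anaerobically before the ATP read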
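Anaerobic 48 hrs incubation at 37 deg C of 100 trophozoites/well with test compounds; ATPLite 1-Step luminescence, 15-30 min RT, reports cellular ATP as viability.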
PKM2 activator: increases activity of human pyruvate kinase M2; purified PKM2, Kinase-Glo ATP luminescence, activation; response scale: 0% is enzyme alone, no compound; Potency, µM (doses to about 57.5 µM), inactives show at the top dose activation, most hits filed as activators; AID 1631; P14618; 0.34% of 260,000 active; further: potency means the concentration at half of the fitted maximal effect; nearly all actives have a fitted effect of over 55% in size
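ATP formation by purified human PK-M2, quantified via coupled luciferase luminescence after 1 h at room temperature with 0.1 mM ADP and 0.5 mM PEP final.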
GALK inh: inhibitors of human galactokinase. P51570. Purified GALK, Kinase-Glo residual ATP luminescence. Potency, µM (top dose mostly 57.5 µM), for inactives: at the top dose activity change, negative = inhibition, most hits filed as inhibitors. 0.007% of 270,000 active. AID 1868; further: potency means the concentration at half of the fitted maximal effect
Target sequence (P51570 whole entry, looked up): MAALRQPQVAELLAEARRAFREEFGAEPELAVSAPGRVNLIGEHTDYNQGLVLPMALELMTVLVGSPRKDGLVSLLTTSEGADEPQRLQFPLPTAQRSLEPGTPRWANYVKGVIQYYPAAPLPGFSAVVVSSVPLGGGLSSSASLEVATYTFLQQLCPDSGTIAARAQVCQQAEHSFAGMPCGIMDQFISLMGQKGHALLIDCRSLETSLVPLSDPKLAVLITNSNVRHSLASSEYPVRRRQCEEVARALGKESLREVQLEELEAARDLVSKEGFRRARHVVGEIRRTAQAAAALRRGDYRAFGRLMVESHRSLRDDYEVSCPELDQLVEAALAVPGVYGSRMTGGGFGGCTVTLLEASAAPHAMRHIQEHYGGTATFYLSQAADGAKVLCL
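ATP-depletion format; final 35 uM ATP, 100 uM D-galactose, 5 nM enzyme; pH 8.0 HEPES/Mg2+ buffer; 60 min RT; luminescence read 10 min after detection reagent.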
Chronic BCR inh: blocks chronic active B-cell receptor signaling. Potency, µM (series often up to 46.1 µM), without a hit: at the highest dose ratio change, negative = lower green/red ratio, hits mostly inhibitors. ABC-DLBCL IkBa-CBG/CBR reporter, luminescence ratio, 4 h. 0.05% of 340,000 active; active means well fitted inhibition curve with a large enough effect in the signal ratio, with a control signal flat, not every such curve was filed as active; inconclusive means small, poorly fitted or top-dose-only effect, or effect the other way, or a change in a side signal; the % refers to the signal ratio;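 further: potency means the concentration at half of the fitted maximal effect; plate controls were basal doxycycline-induced cells for no effect and cells given 10 µM MG132 for full effect; MG132 reads +100%, hits lower the ratio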
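Compounds up to 46 uM were incubated four hours with TMD8 cells whose green CBG68 luciferase is fused to IkappaBalpha; red CBR luminescence normalised the signal, and concentration-effect curves were fitted to fusion, red and ratio data.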
KCNH2 3.1 inh: KCNH2 3.1 (human) potassium channel inhibition; U2OS KCNH2 3.1, thallium flux FluxOr; hits give low values; activity change, % (tested at about 1.8 µM); 0.95% of 340,000 active;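 active means maximum activity change below -70%; inconclusive means maximum activity change from -70% to -50%; inactive means maximum activity change above -50%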;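 further: thallium influx rate constant from kinetic fluorescence after stimulation buffer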
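Steps: virus added to U2OS suspension (4 h, RT, dark); medium with 10% FBS added, cells plated, 37 C overnight; FluxOr/Red40 loading buffer 45 min RT; stimulation buffer, 2 min kinetic read; rate constant normalized.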
* = called active by the depositor; ? = inconclusive; · = no result given; & = joins results of further samples; [ ] = dose if it differs, or a comment. Unless noted, the call rests on the fitted dose curve; in most records, active means well fitted curve in the direction sought with a large enough effect; inconclusive means small, poorly fitted or top-dose-only effect, or another doubt; inactive means no such curve, though single readings can be large; an effect the other way counts as inactive or inconclusive. Unless noted, on the % scale 0 is the no-effect control and ±100 the full control effect. An unsorted share of the library, and some 2.4% of all compounds hit somewhere here.

canonical_smiles,Giardia killer,B2AR arrestin,Coupling enz,PKM2 activator,uPA generation,Chronic BCR inh,USP2a inh,Eya2 inh,KCNH2 3.1 inh,hERG WT inh,GALK inh
COc1ccc(NC(=O)CC2C(=O)NC3CCCCC3N2C(=O)c2ccc(F)cc2)cc1 (configuration not stated),19,-0.5%,2,·,-1%,7%,0%,17%,12,8,0%
CCCCOc1ccc(CSC(=N)N)cc1[N+](=O)[O-],0,0.3%,3,4%,-17%,?,1%,-12%,-44,46,-4%
O=C1c2ccccc2C(Nc2ccc3c(c2)OCCO3)N1c1ccccn1 (configuration not stated),-6,-0.2%,-3,18%,7%,6%,-6%,4%,8,-6,1%
CCOc1ccc(OCCCN(C)C)cc1,1,-0.8%,-3,12%,9%,10%,2%,12%,5,8,-2%
CC(C)=CCN1CCN(Cc2coc3ccc(C)cc3c2=O)CC1CCO (configuration not stated),-3,-0.2%,0,0%[11.5 µM],-3%,1%,1%,12%,-15,-6,-7%
CCN(CC)C(=S)SCC(=O)Nc1nc(-c2ccccc2)c(-c2ccccc2)o1,-6,-0.1%,2,-1%,10%,?,1%,-2%,13,-5,0%
Cc1c(C(=O)NCCC2=CCCCC2)cccc1[N+](=O)[O-],-6,-0.4%,·,0%,6%,-15%,1%,-5%,1,-21,1%
CCCn1c(-c2nonc2N)nc2ccccc21,-14,0.2%,-1,-3%,14%,?,-1%,-9%,14,22,-2%
Cc1cccc(N2C(=O)CCC2=O)c1,5,-0.7%,3,4%,-2%,?,1%,-8%,4,9,1%
c1ccc(CCNc2ccccc2)cc1,·,-0.1%,-1,3%,·,?,-1%,-1%,·,·,-3%
CCOC(=O)Cc1csc(NC(=O)/C=C\c2ccccc2Cl)n1,?,-0.5%,-2,0%,-11%,?,2%,-6%,-6,-7,0%
Cc1sc2nc(C(C)C)nc(SCC(=O)N3CCOCC3)c2c1C,-22,-0.9%,2,2%,-1%,-2%,-1%,3%,16,-7,-7%
CCOc1cc(CNc2ccc(S(N)(=O)=O)cc2)cc(Cl)c1OC,4,0.3%,-1,7%,0%,-7%,5%,2%,9,-4,2%
CCN(C(=O)c1ccc2c(=O)n3c(nc2c1)CCCCC3)c1ccccc1C,-29,-0.2%,·,·,-4%,-1%,-1%,-2%,-9,-4,2%
CC(C)(C)n1nnnc1C(c1cccs1)N1CCCc2ccccc21 (configuration not stated),3,·,2,-2%,1%,·,·,·,17,1,0%
CCOC(=O)c1sc2nc(CC(=O)OC)nc(NCC(=O)OC)c2c1C,1,-0.6%,1,-13%,14%,?,6%,28%,15,-16,4%
CCOC(=O)c1nn(-c2ccccc2)c(=O)cc1OCC(=O)Nc1cc(C)ccc1OC,-2,-0.2%,·,·,2%,0%,-1%,8%,1,-1,·
COc1cc(C2C(C(=O)c3cc4ccccc4o3)=C(O)C(=O)N2CCN2CCOCC2)ccc1OCCC(C)C (configuration not stated),22,-0.3%,3,0%,0%,?,-7%,3%,-2,-17,0%
COc1ccccc1N(C)S(=O)(=O)c1ccc(C(=O)OCC(=O)N(C)c2ccccc2)cc1,-8,-0.1%,0,-9%,0%,-6%,-7%,4%,10,21,10%
Cc1ccc(NC(=O)CCC(=O)OCC(=O)c2ccc(Oc3ccc([N+](=O)[O-])cc3)cc2)cc1C,3,0.3%,0,-2%,1%,7%,1%,?,-3,-7,2%

(continued)
canonical_smiles,Giardia killer,B2AR arrestin,Coupling enz,PKM2 activator,uPA generation,Chronic BCR inh,USP2a inh,Eya2 inh,KCNH2 3.1 inh,hERG WT inh,GALK inh
CC(C(=O)OCC(=O)N1CCCCC1)N1C(=O)c2ccccc2C1=O (configuration not stated),9,-0.3%,·,·,1%,3%,6%,-21%,-4,-5,·
Cc1c(C(=O)OCC(=O)NCc2ccco2)oc2ccccc12,-11,0.0%,·,·,15%,-1%,1%,4%,8,-10,·
COC(=O)c1ccccc1NC(=O)c1ccc(COc2cc(C)cc(C)c2)o1,17,-0.2%,-3,-5%,3%,5%,1%,1%,-8,-3,0%
CC(C)(C)NCCOc1ccc2ccccc2c1,-25,0.0%,1,2%,-13%,-2%,1%,16%,-14,·,3%
COc1ccccc1OCCCCN1CCCCC1,11,0.0%,1,5%,4%,5%,-2%,12%,-21,-19,-5%
Cc1ccc(NC(N)=S)cc1C,5,0.0%,1,9%,-8%,-5%,5%,3%,2,1,0%
Cc1cc(C)nc(NS(=O)(=O)c2ccc(NC(=O)c3cc4c(=O)n5cccc(C)c5nc4n3C)cc2)n1,-12,-0.3%,-5,·,-6%,-12%,5%,4%,-3,2,-6%
O=C(COc1ncnc2sccc12)Nc1cccc(S(=O)(=O)N2CCCC2)c1,-1,-0.7%,1,0%,2%,4%,3%,7%,-6,1,·
CC1=NN(c2ccccc2)C(=O)/C1=C/c1cccs1,6,-0.9%,-6,?,2%,5%,2%,10%,-22,9,1%
CSCC[C@H](NC(=O)OC(C)(C)C)C(=O)N/N=C/c1cc2ccc(C)cc2nc1Cl,-6,-0.6%,0,4%,-2%,-8%,1%,3%,18,-1,-4%
C=CCn1c(-c2csc3c2CCC(C)C3)n[nH]c1=S (configuration not stated),3,-0.5%,3,-14%,-2%,?,-1%,-7%,9,-8,4%
Cn1c(=O)n(C)c2cc(/C=N/NC(=O)c3ccc(Cl)cc3Cl)ccc21,0,-0.9%,3,-1%,1%,7%,5%,11%,6,4,·
CC(O)c1nc2ccccc2n1C/C=C/c1ccccc1 (configuration not stated),6,-0.3%,-1,4%,·,-20%,2%,-6%,-14,-3,0%
O=C(CC1CS(=O)(=O)CC1CC(=O)Oc1ccccc1F)Oc1ccccc1F (configuration not stated),-24,3.0%,0,1%,-9%,-6%,2%,2%,0,12,·
CN(C)S(=O)(=O)c1ccc(-c2csc(-c3cccnc3)n2)cc1,-16,-0.1%,2,2%,·,5%,-1%,1%,5,1,1%
O=c1c2cc(Cl)ccc2[nH]c(=S)n1Cc1ccccn1,0,-0.3%,1,5%,-9%,?,-1%,-6%,-25,-1,0%
CC(c1nnc(Sc2nnnn2-c2ccccc2)n1-c1ccc(F)cc1)N(C)C (configuration not stated),-6,-0.1%,-1,2%,-8%,0%,0%,9%,-8,5,1%
Cc1ccc(S(=O)(=O)c2nc(S(C)(=O)=O)sc2N2CC(C)OC(C)C2)cc1 (configuration not stated),3,-0.5%,·,-1%,-28%,1%,0%,-4%,10,13,-7%
Cc1sc2ncnc(OCC(=O)N3CCN(S(=O)(=O)c4ccccc4)CC3)c2c1C,5,-0.5%,-1,-3%,-6%,13%,0%,-6%,-7,3,2%
COc1ccc(-c2cc(C(F)(F)F)c(C#N)c(SCC(=O)O)n2)cc1OC,·,-0.8%,4,4%,·,12%,2%,-2%,·,·,-2%

More compounds.
canonical_smiles,Giardia killer,B2AR arrestin,Coupling enz,PKM2 activator,uPA generation,Chronic BCR inh,USP2a inh,Eya2 inh,KCNH2 3.1 inh,hERG WT inh,GALK inh
CCOC(=O)c1cc(-c2ccccc2C)nn1Cc1cc(C)no1,24,0.4%,·,·,0%,-14%,0%,7%,2,3,·
COc1ccc(S(=O)(=O)N2CCCN(C)CC2)cc1,0,0.0%,2,·,-4%,5%,0%,10%,2,12,-1%
CSc1ccccc1OCc1cc(C(=O)N(C)Cc2ccc3nsnc3c2)no1,-12,-0.4%,-2,-8%,0%,1%,1%,13%,·,-8,3%
CC(=NCCc1ccccc1)C1=C(O)C(c2ccccc2)OC1=O (configuration not stated),6,-0.2%,3,-1%,22%,3%,-1%,4%,-7,3,5%
COC(=O)c1cccc(C23CC4(C2)[C@H](CN(Cc2cccnc2)[C@@H]4c2ccccc2)C3c2ccc(Cl)nc2)c1 (some centres not stated),-14,0.2%,-1&-3,-2%&-1%,-14%,?,-15%,5%,-25,6,-2%
Cc1ccc(C(=O)CSc2nc(C)cc(=O)[nH]2)cc1,-4,-0.9%,·,-3%,-1%,2%,9%,-14%,-5,11,-4%
CN(CCC#N)C(=O)COC(=O)/C=C/c1cccs1,-4,0.1%,4,0%,-3%,8%,3%,?,-29,-10,1%
CCC(C(=O)Nc1cccnc1)c1ccccc1 (configuration not stated),14,0.2%,2,2%,5%,6%,-1%,-11%,-6,-6,-4%
O=C(O)c1cccc(Nc2ncnc3ccccc23)c1,-15,0.0%,-1,0%,-4%,?,1%,18%,7,-9,-2%
O=C1c2cccc3c(O)ccc(c23)C(=O)N1Cc1ccco1,-12,-0.8%,-9,?,9%,14%,?,?,-1,-28,6%
O=c1[nH]ncc2c3ccccc3n(Cc3cccc(Cl)c3)c12,4,0.0%,-1,-3%,0%,-4%,?,25%,-2,-9,4%
CCCCC[C@H]1CN(Cc2ccccc2)C(=O)[C@@H]1CC(=O)NCc1ccc(OC)cc1,8,-0.9%,0,0%,5%,-8%,0%,-2%,·,·,·
